MITF TRPM1 inh = MITF TRPM1 promoter inhibition in SK-MEL-5 cells; SK-MEL-5 TRPM1 promoter luciferase, 24 h; inhibition, % at 12.5 µM; 0.83% of 330,000 active; AID 488899;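 active = mean inhibition across replicates of 60% or more, whatever share of single replicates reaches that level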; note: values of inactives mirror those of a sister screen read the other way
HTR2A ag = mouse HTR2A agonism via beta-arrestin recruitment | activation, % at 7.6 µM | CHO-K1 mHTR2A beta-arrestin complementation, luminescence; percent of 30 µM serotonin response | 0.66% of 360,000 active;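 active = activation above a run cutoff, the mean activation of all tested compounds plus 3 SD, cut at about 14% in these data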;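 note: 0% = plate median of compound wells and 100% = 30 µM serotonin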
Target sequence (P35363 whole entry, looked up): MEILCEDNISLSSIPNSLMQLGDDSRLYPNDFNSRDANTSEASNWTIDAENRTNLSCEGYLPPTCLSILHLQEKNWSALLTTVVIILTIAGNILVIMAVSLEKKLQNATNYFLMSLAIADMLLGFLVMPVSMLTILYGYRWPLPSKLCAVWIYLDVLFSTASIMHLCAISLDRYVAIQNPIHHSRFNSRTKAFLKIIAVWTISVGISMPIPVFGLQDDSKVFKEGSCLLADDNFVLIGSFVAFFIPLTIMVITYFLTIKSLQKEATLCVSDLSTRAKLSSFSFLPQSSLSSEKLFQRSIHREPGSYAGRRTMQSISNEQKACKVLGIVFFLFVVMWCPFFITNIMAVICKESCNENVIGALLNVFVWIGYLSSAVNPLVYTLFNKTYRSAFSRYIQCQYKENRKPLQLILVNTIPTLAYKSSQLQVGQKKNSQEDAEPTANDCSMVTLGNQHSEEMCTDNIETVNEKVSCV
Peg3 prom inh = inhibitors of Peg3 promoter; inhibition, % at 20 µM; 1.7% of 360,000 active; HeLa PEG-Prom luciferase reporter, luminescence, overnight;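 active = inhibition of at least 50% at 20 µM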
NR2E3 ag-1 = NR2E3 (human) agonism | Q9Y5X4 | GST-NR2E3/biotin-RetCOR TR-FRET, 1536-well | inhibition of corepressor binding, % at 4.78 µM | 0.12% of 320,000 active | AID 2300;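 active = percent inhibition above the cutoff of mean plus 3 SD of all tested compounds, set per screening campaign, cut at about 20% in these data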;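 note: 0% = DMSO wells and 100% = biotin wells as full block of FRET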
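Test system: GST-NR2E3 and biotin-RetCOR proteins | Quantity: 1.35 nM GST-tagged NR2E3 final | Medium: Tris pH 7.5 | Also added: 7 nM biotin-RetCOR | Dosing: Compound at 4.8 µM, single dose | Timing: 5 h at 4 °C | Detection: Time-resolved FRET | Read-out basis: Percent inhibition | Benchmarks: Biotin wells as high control, 0.6% DMSO wells as low control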
HIF-2a block = HIF-2a inhibition; 0.72% of 360,000 active; 786-0 RCC cells HIF-2a reporter, luciferase luminescence, overnight; AID 624352; inhibition, % at 18.8 µM;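 active = inhibition of the luminescence signal of 40% or more relative to plate controls, in a single-dose primary screen at 18.75 µM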
Shn3 inh set2 = reduces Shn3 3'UTR luciferase signal in osteoblasts | inhibition, % at 12.5 µM | 0.52% of 360,000 active | Clone20 osteoblast Shn3 3'UTR firefly luciferase, 24 h;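 active = mean inhibition of at least 75% with every replicate also reaching 75%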;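 note: 0% = median of neutral control wells and 100% = pilot-screen positive control compound; some compounds past the cut are filed as inactive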
NR2E3 ag-2 = agonists of human NR2E3 nuclear receptor | Q9Y5X4 | CHO-S Gal4-NCOR/VP16-NR2E3 two-hybrid, luciferase | inhibition of corepressor binding, % at 3.98 µM | 0.35% of 360,000 active | AID 602229;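 active = inhibition above the mean of all tested compounds plus 3 SD, cut at about 70% in these data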;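 note: 0% = DMSO with NR2E3 transfected cells and 100% = cells lacking NR2E3 construct; higher means lower luciferase signal from less NR2E3 corepressor binding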
H9c2 protect = protects H9c2 cardiomyocytes from peroxide injury; H2O2 injury protection, ATPLite, 2 h; protection from H2O2 cell death, % at 20 µM; 0.63% of 360,000 active; AID 588492;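 active = compounds giving at least 50% protection of heart cells from peroxide-induced death in the single-dose screen, raw or plate-pattern-corrected value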;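 note: 0% = DMSO wells with peroxide and 100% = DMSO wells without peroxide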
CaV13 ICDI inh = Primary screen for inhibitors of IQ motif and Ca2+-dependent inactivation inhibitor domain binding in CACNA1D, Förster resonance energy transfer in living cells, …; HEK cells, CFP/YFP FRET ICDI-IQ, plate reader, 10 min; percent FRET-ratio fall versus neutral wells; AID 743397; 0.098% of 340,000 active; inhibition, % at 12.3 µM;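 active = mean replicate inhibition of at least 30% and at least 1% of replicates passing that level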;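 note: 0% = median of the neutral control wells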
hiPSC survival = increases survival of single human iPS cells; survival enhancement, % at 20 µM; AID 602274; hiPSC single-cell survival, ATPlite luminescence; 100% = ROCK inhibitor wells, 0% = DMSO; 0.044% of 360,000 active; in the data active = survival enhancement above about 18%;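 note: cells exposed to compounds for 16 hours before the ATP read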
PDI turbidity = blocks human protein disulfide isomerase activity. inhibition, % at 10 µM. PDI insulin aggregation turbidity, A650, 90 min. 0.052% of 350,000 active. P07237;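 active = mean inhibition across replicates of 30% or more, whatever share of single replicates reach that level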;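 note: absorbance from insulin aggregation driven by PDI reduction with DTT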
Target sequence (P07237 whole entry, looked up): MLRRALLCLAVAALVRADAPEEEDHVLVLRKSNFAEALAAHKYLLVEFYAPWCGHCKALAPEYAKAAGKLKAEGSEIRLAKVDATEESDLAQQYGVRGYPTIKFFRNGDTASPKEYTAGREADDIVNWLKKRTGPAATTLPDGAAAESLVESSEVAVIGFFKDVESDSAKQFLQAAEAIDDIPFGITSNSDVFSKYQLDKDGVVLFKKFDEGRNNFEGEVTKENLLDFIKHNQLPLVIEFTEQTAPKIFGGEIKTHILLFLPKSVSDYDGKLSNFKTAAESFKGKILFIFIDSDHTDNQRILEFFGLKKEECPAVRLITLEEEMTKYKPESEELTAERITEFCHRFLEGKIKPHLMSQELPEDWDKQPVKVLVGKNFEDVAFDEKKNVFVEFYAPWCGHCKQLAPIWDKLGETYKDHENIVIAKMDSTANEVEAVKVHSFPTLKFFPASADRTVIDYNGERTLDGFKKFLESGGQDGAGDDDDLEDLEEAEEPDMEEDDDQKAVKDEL
The depositor's hits bear a star; . = no result given.

A first look, 2 compounds:
SMILES	MITF TRPM1 inh	HTR2A ag	Peg3 prom inh	NR2E3 ag-1	HIF-2a block	Shn3 inh set2	NR2E3 ag-2	H9c2 protect	CaV13 ICDI inh	hiPSC survival	PDI turbidity
CN(C)S(=O)(=O)c1cccc(NC(=O)c2c[nH]c3ccccc23)c1	-5	-1	-38	-2	-49	-3	-25	23	-4	1.1	6
CCc1ccc(C(=O)c2cnc3ccc(OC)cc3c2N2CCN(CC)CC2)cc1	3	-5	11	3	-22	-23	-2	-4	-3	-3.7	.

The list itself, repeating the preview:
SMILES	MITF TRPM1 inh	HTR2A ag	Peg3 prom inh	NR2E3 ag-1	HIF-2a block	Shn3 inh set2	NR2E3 ag-2	H9c2 protect	CaV13 ICDI inh	hiPSC survival	PDI turbidity
CN(C)S(=O)(=O)c1cccc(NC(=O)c2c[nH]c3ccccc23)c1	-5	-1	-38	-2	-49	-3	-25	23	-4	1.1	6
CCc1ccc(C(=O)c2cnc3ccc(OC)cc3c2N2CCN(CC)CC2)cc1	3	-5	11	3	-22	-23	-2	-4	-3	-3.7	.
CCC1Sc2ccc(S(=O)(=O)CCC(=O)NCc3cccs3)cc2NC1=O (centres undefined)	-10	0	8	1	15	3	-19	4	-4	-0.5	-4
COc1cccc(CNC(=O)CCS(=O)(=O)c2ccc3c(c2)NC(=O)CO3)c1	0	3	-2	0	2	9	-26	5	-3	-0.5	3
CCN1C(=O)c2cccc3c(S(=O)(=O)Nc4nc(C)cs4)ccc1c23	8	-2	-22	0	-49	-21	-21	-4	.	-3.6	-4
Cc1cc(NC(=O)CCC(=O)N(CC(=O)NC2CCCC2)c2ccc(C(C)C)cc2)no1	3	5	6	2	17	0	-34	-8	-4	0.0	-4
Cc1ccnc(NC(=O)c2cccc(NC(=O)Cc3ccccc3)c2)c1	-10	-7	-38	1	-119	-17	-43	-1	7	1.1	0
Cc1ccc2[nH]c(C(=O)O)c(-c3ccccc3)c2c1	4	3	8	2	5	-8	-16	-4	.	-2.6	-12
Oc1cc2ccccc2nc1-c1ccccc1Cl	4	2	-5	2	12	8	0	-5	-4	-0.6	-1
O=C1NC[C@@H](CCCCN2C[C@H](Cc3ccccc3)N(CCC3CCCCC3)C(=O)C2=O)N(CCc2ccccc2)C1=O	.	6	.	.	-21	.	-29	.	-6	-0.4	.
COC(=O)c1ccc(N=C2S/C(=C\c3cc(C)n(-c4cccnc4)c3C)C(=O)N2C)cc1	10	-1	-3	-1	1	-17	-3	12	.	6.2	-4
CCNCc1nc2cc(OC)c(OC)cc2c(=O)[nH]1	16	5	6	-2	0	8	-2	15	-8	1.7	7
CCOC(=O)c1cc2c(ccn2C)n1Cc1ccccc1Cl	7	-3	26	-1	19	4	3	-6	-1	0.5	0
Cc1nc(-c2cccc(S(=O)(=O)N3CC(C)OC(C)C3)c2)cs1 (centres undefined)	8	0	14	-3	3	4	-3	-9	-5	1.8	-5
COCCNC(=O)c1cc2cc(Br)cc(OC)c2oc1=O	-1	2	3	-1	-10	7	-8	-3	-2	1.7	-9
CC(=O)N/C(=C/c1ccccc1)c1ccccc1	-4	-1	-21	5	-26	-11	8	-2	-12	-3.2	1
C=CCn1c(SCCN2CCCCC2)nc2c1c(=O)[nH]c(=O)n2C	1	3	-3	-1	2	-6	11	23	-5	0.3	.
COc1ccc(CCN2CC(C(=O)NCc3ccccc3)CCC2=O)cc1 (centres undefined)	7	2	4	-1	5	-12	-9	0	-3	-0.6	-3
CC(C)C[C@H]1CNC(=O)C(=O)N1C[C@H]1CCCN1C[C@H](Cc1ccc(O)cc1)N1C[C@H](CC(C)C)N(CC2CCCCCC2)C(=O)C1=O	.	-3	.	.	7	.	0	.	-3	0.5	.
Cc1cccc(NS(=O)(=O)c2cc3c4c(c2)CCN4C(=O)CC3)c1C	6	-4	1	2	15	4	1	-10	.	0.1	3
CC1CCCN(CCCNS(=O)(=O)c2cc(Br)cc3c2N(C(=O)C2CC2)CC3)C1 (centres undefined)	-5	3	5	1	4	4	5	-4	-4	-0.5	1
Cc1c(C(=O)Nc2cc(S(=O)(=O)N3CCOCC3)ccc2N2CCN(C)CC2)oc2ccccc12	8	1	26	-2	24	13	-4	44	-1	0.2	4
CCc1[nH]c(=S)c(C#N)c2c1CCCC2	17	4	-9	12	10	5	-22	2	-19	-0.2	-2
COc1ccc(CCC(=O)N2CCN(S(=O)(=O)c3ccc(OC)c([N+](=O)[O-])c3)CC2)cc1	.	2	19	.	2	9	-37	-3	-12	3.4	3
CCOC(=O)C1CCN(C(=O)CCn2c(=O)c3cccn3c3cccnc32)CC1	3	-4	10	0	4	-17	-38	15	-8	0.2	4
O=C(Nc1ccc(N2CCN(C(=O)c3ccco3)CC2)cc1)c1ccccc1F	-12	-1	-17	-1	-38	7	-1	17	-8	-2.2	6
Cc1cccc2sc(N(CCCN(C)C)C(=O)CCS(=O)(=O)c3ccccc3)nc12	16	-6	100*	0	56*	70	-9	-28	-7	-0.7	28
CC(=O)Oc1ccc(C#C/C=C2\c3ccccc3C(=O)N2c2ccccc2)cc1	-49	1	-289	.	-168	12	3	-15	.	-2.1	13
COCCN(C(=O)COC(=O)c1ccccc1Nc1ccccc1)c1c(N)n(Cc2ccccc2)c(=O)[nH]c1=O	13	-4	29	0	10	24	-22	5	-3	-0.4	4
CCc1ccccc1N/N=C(/C)c1c(O)cc(C)oc1=O	2	-2	13	-3	8	-1	-11	3	4	0.6	4
O=C(NCCC(=O)N1CCN(c2cccc(Cl)c2)CC1)c1ccc(Br)cc1	1	1	15	2	0	10	22	-13	-6	2.0	-30
COc1ccc(Cn2cnc3sccc3c2=O)cc1	-15	-1	12	0	3	1	9	-4	-5	0.0	10
CCc1ccc(OCC(=O)NCCc2ccc3c(c2)OCCO3)cc1	-4	-9	-5	3	-6	-27	0	-13	-6	0.5	1
O=C1[C@H]2[C@@H](c3ccc(F)cc3)N3C(=O)N(c4cccc(Br)c4)C(=O)[C@@]3(Cc3ccc(Cl)cc3)[C@H]2C(=O)N1C1CCCCC1	4	7	5	6	17	32	-5	-11	-11	-1.8	1
CCCCn1c(N)c(N(CC(C)C)C(=O)c2cccc(-n3cnnn3)c2)c(=O)[nH]c1=O	5	-3	-3	0	5	-10	-22	-4	-2	-0.2	-7
O=S(=O)(c1ccccc1)N1CCN(c2ncccn2)CC1	3	4	10	3	1	13	-12	4	-7	-0.1	0
CCN(CC)CCN1C(=O)C(=O)/C(=C(/O)c2ccc(OC)c(OC)c2)C1c1ccccn1 (centres undefined)	-5	-2	-11	-5	8	-18	-19	-8	-5	-3.1	-9
CC(Oc1ccc(Cl)cc1Cl)C(=O)Nc1cccc(O)c1 (centres undefined)	-18	8	-2	10	-9	-16	-13	-1	-1	-2.0	-2
COc1ccc(NC2CCCN(C(=O)c3ccccc3N3CCOCC3)C2)cc1OC (centres undefined)	2	-7	8	-3	31	3	-17	2	.	-0.3	-18
O=C(NCCS(=O)(=O)N1CCCCC1)c1ccccc1	2	-2	-1	2	2	-6	-5	1	-6	-0.4	-4

Pulled one by one from the entries so far, 6 records:
SMILES	MITF TRPM1 inh	HTR2A ag	Peg3 prom inh	NR2E3 ag-1	HIF-2a block	Shn3 inh set2	NR2E3 ag-2	H9c2 protect	CaV13 ICDI inh	hiPSC survival	PDI turbidity
O=C(NCCS(=O)(=O)N1CCCCC1)c1ccccc1	2	-2	-1	2	2	-6	-5	1	-6	-0.4	-4
O=S(=O)(c1ccccc1)N1CCN(c2ncccn2)CC1	3	4	10	3	1	13	-12	4	-7	-0.1	0
CC(Oc1ccc(Cl)cc1Cl)C(=O)Nc1cccc(O)c1 (centres undefined)	-18	8	-2	10	-9	-16	-13	-1	-1	-2.0	-2
CCc1ccc(OCC(=O)NCCc2ccc3c(c2)OCCO3)cc1	-4	-9	-5	3	-6	-27	0	-13	-6	0.5	1
O=C1[C@H]2[C@@H](c3ccc(F)cc3)N3C(=O)N(c4cccc(Br)c4)C(=O)[C@@]3(Cc3ccc(Cl)cc3)[C@H]2C(=O)N1C1CCCCC1	4	7	5	6	17	32	-5	-11	-11	-1.8	1
O=C(NCCC(=O)N1CCN(c2cccc(Cl)c2)CC1)c1ccc(Br)cc1	1	1	15	2	0	10	22	-13	-6	2.0	-30

New compounds follow
SMILES	MITF TRPM1 inh	HTR2A ag	Peg3 prom inh	NR2E3 ag-1	HIF-2a block	Shn3 inh set2	NR2E3 ag-2	H9c2 protect	CaV13 ICDI inh	hiPSC survival	PDI turbidity
Cc1sc2ncnc(N3CCC(C(=O)Nc4ccccc4C(C)(C)C)CC3)c2c1C	-12	-3	8	2	15	67	-15	-14	-16	1.4	-9
CC#CCN1c2ccccc2[C@]23C[C@@H](C(=O)OC)N=C2NC(C(=O)OC)=C(C(=O)OC)[C@H]13	-4	-1	-2	1	5	10	7	-2	-3	-1.7	-4
CCOc1ccc(S(=O)(=O)n2cnc3ccccc32)cc1	-1	-1	11	1	11	22	-25	8	0	-0.2	10
O=C(NC1CC1)c1cc(=S)[nH]c2ccccc12	-6	-4	-9	.	-4	-13	-13	2	-2	3.3	-1
O=C(NCc1ccccc1)C1C(=O)N(Cc2ccccc2)C(=O)C1C1(O)CCCC1 (centres undefined)	-6	-5	28	5	8	-2	-19	7	-4	-0.9	1
Cc1ccc(Nc2c([N+](=O)[O-])ccc3nonc23)c(C)c1	-11	6	6	3	-6	3	-14	-3	-4	-0.4	-31
Fc1ccc(-c2csc3nnc(SCc4cccnc4)n23)cc1	-2	-5	21	1	-10	2	-3	4	-7	1.4	3
COc1ccc(OC)c(CC(=O)Nc2ccc3c(c2)c(=O)n(C)n3Cc2cccc(C(F)(F)F)c2)c1	.	-5	35	.	3	32	-8	4	-6	0.9	2
CCOC(=O)N1CCC(N(CCN(C)C)C(=S)Nc2cccc(Cl)c2C)CC1	0	3	5	-3	11	-7	-5	-3	-6	-0.9	-3
CCC1CN(C(=O)N2CCC(C(=O)NCc3ccccc3OC)CC2)c2ccccc2O1 (centres undefined)	3	3	-9	1	2	29	1	2	-2	-0.3	-2
CCCCCOC(=O)CSc1nc2c(c(=O)[nH]c(=O)n2C)n1CCc1ccccc1	2	0	2	5	12	6	-26	-10	.	2.1	-1
Cc1ccc(C(=O)NCC(c2cccs2)N(C)C)cc1S(=O)(=O)N1CCOCC1 (centres undefined)	-16	1	-34	6	-54	-9	-17	-7	-5	-0.6	21
